From PubChem BioAssay
NadD inh – NadD (S. aureus) enzyme inhibition; 360,000 tested, 0.78% active; AID 602399; inhibition, % at 20 µM; purified NadD enzyme, colorimetric absorbance read-out; in the data active means inhibition above about 26%; further: some compounds past the cut are filed as inactive
DNMT1 inh – DNMT1 (human) enzyme inhibition. inhibition (reported as % activation of signal), % at 10 µM. DNMT1 molecular beacon, Hinp1I cleavage, fluorescence. 360,000 tested, 0.83% active. AID 588458. P26358; in the data active means inhibition above about 50%
SUMO1-SIM PPI – SUMO1-SIM interaction modulation. inhibition, % at 20 µM. SUMO1 binding to a labelled peptide, TR-FRET, 1 h. 360,000 tested, 0.33% active. P63165; in the data active means inhibition above about 37%
Target sequence (P63165 whole entry, looked up): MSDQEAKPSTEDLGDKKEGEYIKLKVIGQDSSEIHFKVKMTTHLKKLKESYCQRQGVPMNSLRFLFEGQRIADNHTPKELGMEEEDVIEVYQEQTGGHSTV
Scp-1 inhibitor – Scp-1 (human) phosphatase inhibition; Q9GZU7; Recombinant Scp1, phosphopeptide, malachite green phosphate absorbance; inhibition, % at 20 µM; 340,000 tested, 0.88% active;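 active means inhibition above about 50% at 20 µM, limit read from the data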;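 further: plate controls were DMSO wells with enzyme for no effect and wells lacking enzyme for full effect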
Target sequence (Q9GZU7 76-261 limits assumed): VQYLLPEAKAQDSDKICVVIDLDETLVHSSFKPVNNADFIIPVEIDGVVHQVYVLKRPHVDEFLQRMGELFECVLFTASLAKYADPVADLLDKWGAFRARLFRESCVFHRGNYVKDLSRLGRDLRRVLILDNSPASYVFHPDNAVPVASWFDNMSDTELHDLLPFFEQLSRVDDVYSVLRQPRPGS
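assay system = SCP-1 phosphatase catalytic domain, residues 76-261 | buffer or medium = 50 mM Tris acetate pH 5.5, 0.005% Tween-20, 10 mM MgCl2 | incubation = enzyme reaction 45 min at room temperature, colour 5 min, stabilisation 30 min | signal = Phosphate-binding colour reagent, absorbance read at 630 nm | measure = % inhibition at 20 µM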
STEP block – blocks human striatal-enriched tyrosine phosphatase; AID 588621; inhibition, % at 20 µM; P54829; recombinant STEP, OMFP fluorogenic substrate, fluorescence; 360,000 tested, 0.25% active;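 active means inhibition at 20 µM, scaled per plate between control wells, above about 37%, limit read from the data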;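 further: 0% = DMSO with enzyme and substrate and 100% = substrate only without enzyme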
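Assay system: isolated STEP enzyme / Timing: 20 min at room temperature, dark / Doses: 20 µM, 1% DMSO / Technique: fluorescence intensity, excitation 480 nm, emission 540 nm / Reagent: fluorogenic phosphatase substrate OMFP at 25 µM final / Measure: percent inhibition scaled to no-enzyme and uninhibited-enzyme controls, plate-pattern corrected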
SKN-1 inh – C. elegans SKN-1 inhibition; C. elegans VP596 Pgst-4::GFP/RFP ratio, acrylamide-induced, 24 h; inhibition, % at 21.8 µM; 360,000 tested, 0.49% active; AID 624304;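 active means interference check ratio from 0.5 to 1.5 plus GFP to RFP signal ratio inhibition reaching or exceeding a fixed threshold, cut at about 30% in these data, passing the limit was not always enough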; further: some compounds called inactive have numbers as strong as hits
Rpn11 inh – blocks the human proteasome subunit Rpn11; O00487; human 26S proteasome, Ub4-pepOG fluorescence polarization; 20S core pre-blocked with epoxomicin; calls only at 20 µM; 360,000 tested, 0.59% active; AID 588493;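 active means inhibition at 20 µM, scaled to each plate's controls, above about 33%, limit read from the data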
Target sequence (O00487 whole entry, looked up): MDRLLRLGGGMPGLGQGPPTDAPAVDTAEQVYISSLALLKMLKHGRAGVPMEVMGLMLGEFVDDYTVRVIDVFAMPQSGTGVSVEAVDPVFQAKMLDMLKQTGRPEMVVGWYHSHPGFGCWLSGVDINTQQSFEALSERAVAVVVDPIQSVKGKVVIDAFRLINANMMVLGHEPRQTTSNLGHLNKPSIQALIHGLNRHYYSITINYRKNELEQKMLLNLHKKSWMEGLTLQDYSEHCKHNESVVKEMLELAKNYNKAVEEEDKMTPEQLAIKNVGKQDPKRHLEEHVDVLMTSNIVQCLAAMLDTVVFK
MT1-MMP act inh – blocks activation of human MT1-MMP | HT1080 RFP-PRO-GFP cells, GFP/RFP ratio fluorescence, overnight; percent of plate control window, DMSO zero | P50281 | 360,000 tested, 0.061% active | GFP/RFP ratio change, % at 20 µM;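 active means GFP/RFP ratio change of at least 30% with cell ATP level not reduced by more than half and red fluorescence within 50% of control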; further: strong numbers were not always called active
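Assay system: RFP-PRO-GFP reporter HT1080 cells; read-out basis: GFP/RFP fluorescence ratio; benchmarks: DMSO wells and RFP-L50D-GFP cells; doses: 20 µM single dose, 1% DMSO; schedule: overnight cell settling, then overnight compound exposure, 37 °C, 5% CO2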
CendR NRP1 mod – modulators of CendR peptide binding to human neuropilin-1; O14786; FAM-RPARPAR peptide binding to NRP-1, fluorescence polarization; inhibition, % at 25 µM; 360,000 tested, 0.85% active; AID 602438;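 active means inhibition or corrected inhibition above about 18%, plus a signal ratio from 0.5 to 1.5, limit read from the data, passing the limit was not always enough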; further: strong numbers were not always called active
LMPTP block – blocks human LMPTP phosphatase. recombinant LMPTP-A, OMFP fluorogenic substrate, fluorescence intensity. inhibition, % at 20 µM. 360,000 tested, 0.22% active;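 active means compounds that cut the enzyme signal by at least half of the control window in the single-dose screen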;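 further: plate controls were DMSO wells with enzyme plus substrate for no effect and substrate without enzyme for full effect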
Target sequence (P24666 whole entry, looked up): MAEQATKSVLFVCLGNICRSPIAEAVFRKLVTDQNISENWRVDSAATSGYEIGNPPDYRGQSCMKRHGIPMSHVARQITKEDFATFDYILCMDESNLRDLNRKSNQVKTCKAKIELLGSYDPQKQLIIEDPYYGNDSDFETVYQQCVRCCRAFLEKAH
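material = LMPTP-A | quantity = 0.625 nM enzyme | reagent = OMFP substrate, 400 µM final | buffer or medium = Bis-Tris pH 6.0, DTT, detergent | detection = endpoint fluorescence intensity from OMFP dephosphorylation | dosing = single 20 µM dose | read-out basis = % inhibition relative to no-enzyme and uninhibited control wells | control set = no-enzyme and uninhibited controls | timing = 50 min at room temperature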
The depositor's hits bear a star; i = inactive; nt = not tested or not shown.

1	CCc1ccccc1S(=O)(=O)Cc1ccc(C(=O)NC2CCCC2)o1
2	CCOC(=O)N/N=C\c1ccc([N+](=O)[O-])o1
3	CCCNC(=O)C1(C)CCCN(C(=O)COc2ccc(C(C)(C)C)cc2)C1 (stereo not drawn)
4	c1ccc(OCCOc2ccccc2-c2nnco2)cc1
5	CC(C)C[C@@H]1COc2cc(N(C)CCO)ccc2S(=O)(=O)N1
6	COc1ccccc1Cc1c(-c2ccc(OC)c(OC)c2)nc2c3ccccc3ccn12
7	COc1ccc(C(=O)N2CCN(Cc3ccccc3C)CC2)cc1OC
8	CCOC(CNC(=O)c1cccn2c(=O)c3c(C)c(C)sc3nc12)OCC

Assay by compound,1,2,3,4,5,6,7,8
NadD inh,-6,0,0,0,-1,13,8,-7
DNMT1 inh,1,-5,-2,7,nt,-16,0,1
SUMO1-SIM PPI,5,-26,-1,2,0,-7,-2,-13
Scp-1 inhibitor,-7,-2,nt,-4,nt,nt,-7,-7
STEP block,-1,-4,-1,1,nt,0,1,2
SKN-1 inh,7,2,16,29,1,16,-22,13
Rpn11 inh,i,i,i,i,nt,i,i,i
MT1-MMP act inh,1,-3,2,-11,-1,-5,11,1
CendR NRP1 mod,-7,8,-12,-3,-2,-14,2,10
LMPTP block,0.2,-0.5,-1.6,-0.5,-0.4,6.1,-2.6,-0.1

9	CC(=O)NC(Cc1ccccc1)C(=O)OCC(=O)c1ccc(Br)cc1 (stereo not drawn)
10	Cc1ccccc1-n1ncc2c1CC(C)(C)CC2NC(=O)CCn1cncn1 (stereo not drawn)
11	CN(Cc1ccccc1)S(=O)(=O)c1ccc(Cl)c(C(=O)NCc2cccnc2)c1
12	CCOC(=O)c1cc2c(=O)c3ccccc3oc2nc1C
13	CCCc1ncc(C(O)c2cccc(OC)c2OC)n1C (stereo not drawn)
14	O=C(NCc1ccco1)C1CCCN(S(=O)(=O)c2ccc(Br)cc2)C1 (stereo not drawn)
15	O=C(NNC(=O)c1c(O)c2ccccc2[nH]c1=O)c1ccccc1Br
16	CN(C)CC(CCC(CN(C)C)C(=O)c1ccccc1)C(=O)c1ccccc1 (stereo not drawn)

Assay by compound,9,10,11,12,13,14,15,16
NadD inh,-4,2,-5,0,-2,2,2,-8
DNMT1 inh,3,0,0,0,3,0,1,3
SUMO1-SIM PPI,1,-2,0,-165,-3,-3,12,-11
Scp-1 inhibitor,0,-3,2,-10,-5,-4,-3,-7
STEP block,-2,0,0,1,0,-2,6,0
SKN-1 inh,10,15,-21,8,1,-3,9,-12
Rpn11 inh,i,i,i,i,i,i,i,i
MT1-MMP act inh,1,1,3,0,4,2,20,9
CendR NRP1 mod,6,2,10,0,0,15,-7,-6
LMPTP block,-0.9,-2.0,0.6,0.4,1.3,0.4,1.3,-2.6

17	O=C(C1CCN(S(=O)(=O)c2ccc(F)cc2)CC1)N1CC=C(c2ccccc2)CC1
18	CN(C)C(CNc1ccc(S(C)(=O)=O)cc1[N+](=O)[O-])c1ccccc1 (stereo not drawn)
19	CC(NC(=O)CN(C)S(=O)(=O)c1ccc(F)cc1)C1CC2CCC1C2 (stereo not drawn)
20	Cc1ccc(S(=O)(=O)N2CCCCC2)cc1NC(=O)COC(=O)C1CC2C=CC1C2 (stereo not drawn)
21	Cc1cccc(C)c1NC(=O)CC(NCc1ccco1)C(=O)O (stereo not drawn)
22	COc1ccc(CC(=O)Nc2sc(Cc3ccccc3)c(C)c2C(N)=O)cc1
23	CCO[C@H]1OC(C(=O)N2CCCCCCC2)=C[C@@H](C)[C@@H]1CCCO
24	CC1=C(C(=O)N(C(C)C)C(C)C)CC(CC(=O)NCCCCc2ccccc2)C(=O)N1CCC1=CCCCC1 (stereo not drawn)

Assay by compound,17,18,19,20,21,22,23,24
NadD inh,-7,-2,2,-7,0,-7,0,-1
DNMT1 inh,-12,2,4,-2,-2,-5,3,-4
SUMO1-SIM PPI,-6,-39,7,3,-4,-4,2,3
Scp-1 inhibitor,-7,2,-4,-8,-5,-2,-4,nt
STEP block,1,1,0,-4,1,-1,-2,3
SKN-1 inh,2,3,0,4,11,10,16,-1
Rpn11 inh,i,i,i,i,i,i,i,i
MT1-MMP act inh,2,-1,1,3,-3,2,4,-9
CendR NRP1 mod,4,0,-1,0,0,-1,12,1
LMPTP block,0.2,-0.9,0.3,0.0,-1.0,0.2,-1.5,2.5

Ordered by molecular weight (ascending): some entries from above.
21	Cc1cccc(C)c1NC(=O)CC(NCc1ccco1)C(=O)O (stereo not drawn)
18	CN(C)C(CNc1ccc(S(C)(=O)=O)cc1[N+](=O)[O-])c1ccccc1 (stereo not drawn)
17	O=C(C1CCN(S(=O)(=O)c2ccc(F)cc2)CC1)N1CC=C(c2ccccc2)CC1
24	CC1=C(C(=O)N(C(C)C)C(C)C)CC(CC(=O)NCCCCc2ccccc2)C(=O)N1CCC1=CCCCC1 (stereo not drawn)

Assay by compound,21,18,17,24
NadD inh,0,-2,-7,-1
DNMT1 inh,-2,2,-12,-4
SUMO1-SIM PPI,-4,-39,-6,3
Scp-1 inhibitor,-5,2,-7,nt
STEP block,1,1,1,3
SKN-1 inh,11,3,2,-1
Rpn11 inh,i,i,i,i
MT1-MMP act inh,-3,-1,2,-9
CendR NRP1 mod,0,0,4,1
LMPTP block,-1.0,-0.9,0.2,2.5

Remaining list, next part.
25	CCN(CC)c1ccc(NC(=O)COC(=O)/C=C/c2nc3ccccc3s2)cc1
26	O=C(Nc1ccccc1)Nc1csc2ccccc12
27	COC(=O)C1=C(C)N(c2cc(C)cc(C)c2)/C(=C/c2ccc(O)cc2)C1=O
28	CCCSc1nnc2nc(C)cc(C)n12
29	CN(C)C=C1C(=O)c2ccccc2C1=O
30	Cc1ccccc1N1C(=O)C2CCCN2C1=S (stereo not drawn)
31	CCCN(CC(=O)Nc1ccccc1OC)C(=O)c1ccc2ncsc2c1
32	Cc1cc(C)nc(NS(=O)(=O)c2ccc(N/C=C/C(=O)c3ccc(Cl)cc3)cc2)n1

Assay by compound,25,26,27,28,29,30,31,32
NadD inh,1,-2,2,0,2,-5,-4,2
DNMT1 inh,-5,-4,-3,0,-2,1,6,2
SUMO1-SIM PPI,1,0,-14,21,-11,11,1,-10
Scp-1 inhibitor,1,-18,-1,0,2,-6,1,-8
STEP block,0,1,-3,-2,-2,-2,-1,5
SKN-1 inh,-4,35*,15,6,-16,1,-6,7
Rpn11 inh,i,i,i,i,i,i,i,i
MT1-MMP act inh,6,-2,-41,-1,2,-1,5,2
CendR NRP1 mod,5,5,4,-5,16,13,-9,-26
LMPTP block,1.1,2.8,-0.1,-0.1,-0.4,-1.3,-0.7,-0.6

An excerpt of these results, as labelled records:
#27 COC(=O)C1=C(C)N(c2cc(C)cc(C)c2)/C(=C/c2ccc(O)cc2)C1=O
  NadD inh: 2
  DNMT1 inh: -3
  SUMO1-SIM PPI: -14
  Scp-1 inhibitor: -1
  STEP block: -3
  SKN-1 inh: 15
  Rpn11 inh: i
  MT1-MMP act inh: -41
  CendR NRP1 mod: 4
  LMPTP block: -0.1

#32 Cc1cc(C)nc(NS(=O)(=O)c2ccc(N/C=C/C(=O)c3ccc(Cl)cc3)cc2)n1
  NadD inh: 2
  DNMT1 inh: 2
  SUMO1-SIM PPI: -10
  Scp-1 inhibitor: -8
  STEP block: 5
  SKN-1 inh: 7
  Rpn11 inh: i
  MT1-MMP act inh: 2
  CendR NRP1 mod: -26
  LMPTP block: -0.6

#26 O=C(Nc1ccccc1)Nc1csc2ccccc12
  NadD inh: -2
  DNMT1 inh: -4
  SUMO1-SIM PPI: 0
  Scp-1 inhibitor: -18
  STEP block: 1
  SKN-1 inh: 35*
  Rpn11 inh: i
  MT1-MMP act inh: -2
  CendR NRP1 mod: 5
  LMPTP block: 2.8

#29 CN(C)C=C1C(=O)c2ccccc2C1=O
  NadD inh: 2
  DNMT1 inh: -2
  SUMO1-SIM PPI: -11
  Scp-1 inhibitor: 2
  STEP block: -2
  SKN-1 inh: -16
  Rpn11 inh: i
  MT1-MMP act inh: 2
  CendR NRP1 mod: 16
  LMPTP block: -0.4

(listing goes on)
33	CCN1C(=O)/C(=C2/C(=O)N3c4c(cc(OC(C)=O)cc42)C(C)=CC3(C)C)SC1=S
34	O=C(O)c1ccc2c(c1)N(Cc1ccccc1F)C(=O)c1ccccc1S2=O (stereo not drawn)
35	O=C(CCN1CCCCCC1)Nc1cccc(F)c1
36	COc1ccccc1CNC(=O)C(C)NS(=O)(=O)c1ccccc1 (stereo not drawn)
37	CCCn1c(N)c(C(=O)CN2CCc3ccccc3C2)c(=O)n(C)c1=O
38	COc1ccc(C(=O)NNC(=O)CN2CCN(c3nc(-c4ccccc4)cs3)CC2)cc1
39	CCN(CC)C(=O)N1CCc2ccccc2C1CN1C(=O)c2ccccc2C1=O (stereo not drawn)
40	CCCc1cc(C(=O)Nc2ccc(C#N)cc2)no1

Assay by compound,33,34,35,36,37,38,39,40
NadD inh,-1,-1,-4,-7,-8,3,-4,2
DNMT1 inh,23,1,3,-1,-14,0,5,1
SUMO1-SIM PPI,-9,0,1,-5,-2,-2,-11,1
Scp-1 inhibitor,-4,-2,1,-10,0,-6,-8,-7
STEP block,8,2,-3,4,1,2,9,2
SKN-1 inh,7,3,-11,5,8,10,3,26
Rpn11 inh,i,i,i,i,i,i,i,i
MT1-MMP act inh,3,6,9,-2,-4,8,-2,3
CendR NRP1 mod,6,-2,18,4,2,-14,-5,4
LMPTP block,7.1,-0.7,-1.5,0.0,-0.5,-1.5,-1.4,-0.3

41	Cc1ccc(S(=O)(=O)CCC(=O)N(CCCN2CCOCC2)c2nc3ccccc3s2)cc1
42	CCC(=O)N1CCC1(C)C(=O)Nc1nccs1 (stereo not drawn)
43	CCOC(=O)C1=C(C)NC(=O)NC1c1ccccc1 (stereo not drawn)
44	O=C(/C=C/c1ccco1)Nc1ccc(Cl)c(S(=O)(=O)N2CCOCC2)c1

Assay by compound,41,42,43,44
NadD inh,-1,0,0,-10
DNMT1 inh,0,2,6,-6
SUMO1-SIM PPI,3,12,1,-19
Scp-1 inhibitor,7,nt,1,-4
STEP block,0,1,-1,0
SKN-1 inh,9,-17,7,-1
Rpn11 inh,i,i,i,i
MT1-MMP act inh,-2,-3,1,-4
CendR NRP1 mod,3,-4,8,-30
LMPTP block,-1.4,-2.5,-1.9,0.6
